# TbPYK inhibitor – T. brucei pyruvate kinase inhibition; Q57TT1; TbPYK enzyme, Kinase-Glo Plus ATP luminescence, 45 min; Potency, µM (doses to about 76.8 µM), for inactives: top-dose activity, negative = inhibition, most hits filed as inhibitors; actives 0.12% (n = 410,000); further: potency means the concentration at half of the fitted maximal effect; nearly all actives have a fitted effect of over 50% in size
#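 Luminescent Kinase-Glo Plus end-point after 45 min room-temperature reaction of T. brucei pyruvate kinase started with 130 uM ADP (final). Buffer TEA 50 mM pH 7.2 with KCl, MgCl2, BSA, Tween-20; titration-based qHTS with fitted concentration-effect curves.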
# AmpC no deterg – blocks E. coli AmpC beta-lactamase in detergent-free assay; Potency, µM (top dose mostly 57.1 µM), without a hit: top-dose activity change, negative = inhibition, most hits filed as inhibitors; actives 0.52% (n = 330,000); AmpC nitrocefin hydrolysis, absorbance 480 nm, 0.0001% Triton; P00811; AID 485341;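 further: potency means the concentration at half of the fitted maximal effect; plate controls were no compound for no effect and no enzyme for full effect; nearly all actives have a fitted effect of over 20% in size; some results filed as inactive show a strong effect at the top dose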
# Target sequence (P00811 whole entry, looked up): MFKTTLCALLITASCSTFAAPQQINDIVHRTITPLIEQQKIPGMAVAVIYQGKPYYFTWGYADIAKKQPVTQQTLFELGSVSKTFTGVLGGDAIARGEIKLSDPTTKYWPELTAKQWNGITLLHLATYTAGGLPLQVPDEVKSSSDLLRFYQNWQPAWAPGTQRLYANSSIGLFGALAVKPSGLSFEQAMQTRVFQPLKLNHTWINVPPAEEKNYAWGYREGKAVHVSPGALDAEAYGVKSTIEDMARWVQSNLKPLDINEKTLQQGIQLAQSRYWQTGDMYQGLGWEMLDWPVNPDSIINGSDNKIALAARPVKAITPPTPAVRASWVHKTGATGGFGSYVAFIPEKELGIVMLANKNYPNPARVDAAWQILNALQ
#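 20 mM phosphate pH 7.0 + 0.01% (detergent screen) or 0.0001% Triton X-100; 5.3 nM AmpC reagent; cpd preinc 15 min RT; nitrocefin (800 uM stock) to start; A480 q20 s × 4 min; Activity was normalised to no-enzyme and no-compound control wells.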
# HCMV inh – human cytomegalovirus inhibition. HFF cells, HCMV-luciferase reporter, 72 h; active compounds read low. activity change, negative = inhibition, % at 57.5 µM. actives 4.5% (n = 410,000); in the data active means activity change below about -60%; inconclusive means no clear call, values can overlap the other calls; inactive means above about -39%
#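 After 16 h attachment at 37C, HFF cells received test compound and HCMV-luciferase (1 PFU/cell); reporter luminescence read 72 h later, data normalized against buffer-only and known inhibitor Salinomycin.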
# AmpC detergent – inhibitors of E. coli AmpC beta-lactamase with detergent; AmpC hydrolysis of nitrocefin, absorbance 480 nm, 0.01% Triton; actives 0.041% (n = 370,000); AID 485294; Potency, µM (titrated, usually from 114 µM), for the others: at the top dose activity change, negative = inhibition, most hits filed as inhibitors;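 further: potency means the concentration at half of the fitted maximal effect; 0% = no-compound wells and -100% = no-enzyme wells; nearly all actives have a fitted effect of over 25% in size; some results filed as inactive show a strong effect at the top dose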
#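 AmpC (5.3 nM in the dispensed reagent) in 20 mM phosphate pH 7.0 with 0.01% (detergent screen) or 0.0001% Triton X-100 was preincubated with compounds for 15 min at room temperature. Nitrocefin was then added from an 800 uM solution, and hydrolysis was followed at 480 nm.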
# AMA1 RON2 block – inhibitors of Plasmodium falciparum AMA1-RON2 interaction; actives 0.2% (n = 360,000); AlphaScreen AMA1-biotinylated RON2 peptide binding; Potency, µM (doses to about 58.2 µM), for inactives: at the top dose activity change, negative = inhibition, hits mostly inhibitors;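 further: potency means the concentration at half of the fitted maximal effect; 0% = vehicle wells and -100% = peptide control; nearly all actives have a fitted effect of over 45% in size; some results filed as inactive show a strong effect at the top dose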
#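 AMA1 (3D7) with his tag at 25 nM final met compounds first, then biotinylated RON2 peptide at 25 nM; detection used donor plus acceptor beads, 10 µg/mL apiece, read by AlphaScreen after 30 min at room temperature.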
# HCV inh – blocks hepatitis C virus | Huh7.5.1 HCVcc-Cre infection, luciferase reporter, 44 h | Potency, µM (top dose mostly 41.8 µM), for the others: at the highest dose activity change, negative = inhibition, actives largely listed as inhibitors | actives 3.4% (n = 340,000); further: potency means the concentration at half of the fitted maximal effect
#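 Cells seeded at 1,000/well and cultured 4 h, then compounds added followed by HCVcc-Cre virus (~0.5 moi). After 44 h further culture, luciferase substrate was added, plates held 15 min at room temperature, and luminescence read for 15 sec.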
# LmPK inh – blocks Leishmania mexicana pyruvate kinase activity; Q27686; purified LmPK, Kinase-Glo ATP luminescence, 1 h; Potency, µM (series often up to 57.5 µM), for the others: at the top dose activity change, negative = inhibition, actives largely listed as inhibitors; actives 0.37% (n = 290,000); further: potency means the concentration at half of the fitted maximal effect
# Target sequence (Q27686 whole entry, looked up): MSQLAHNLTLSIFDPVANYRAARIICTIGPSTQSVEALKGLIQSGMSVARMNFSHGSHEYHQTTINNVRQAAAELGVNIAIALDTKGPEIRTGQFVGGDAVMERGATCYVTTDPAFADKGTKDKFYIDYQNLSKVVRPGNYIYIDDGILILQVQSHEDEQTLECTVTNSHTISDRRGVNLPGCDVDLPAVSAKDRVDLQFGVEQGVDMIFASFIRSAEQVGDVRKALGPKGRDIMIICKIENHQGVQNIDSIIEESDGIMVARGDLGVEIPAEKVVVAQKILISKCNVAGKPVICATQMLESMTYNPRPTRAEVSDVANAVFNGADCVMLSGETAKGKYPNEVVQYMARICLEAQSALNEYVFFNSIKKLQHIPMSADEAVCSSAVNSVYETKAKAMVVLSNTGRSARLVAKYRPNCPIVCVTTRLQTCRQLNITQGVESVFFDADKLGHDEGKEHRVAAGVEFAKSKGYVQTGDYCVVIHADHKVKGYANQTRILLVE
#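 0.1 nM LmPK, 0.5 mM PEP, 0.1 mM ADP; 50 mM imidazole pH 7.2, 7 mM MgCl2, 50 mM KCl; 1 h RT. Kinase-Glo luminescence readout, normalized to no-enzyme (full inhibition) and uninhibited wells.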
# The depositor's hits bear a star; ? = inconclusive; · = not tested or not shown; ! = not active in a repeat; [ ] = remark or other dose. Unless noted, the call rests on the fitted dose curve; in most records, active means well fitted curve in the direction sought with a large enough effect; inconclusive means small, poorly fitted or top-dose-only effect, or another doubt; inactive means no such curve, though single readings can be large; an effect the other way counts as inactive or inconclusive. Unless noted, on the % scale 0 is the no-effect control and ±100 the full control effect. Not a hit list (roughly 7.5% active in at least one column).
SMILES	AMA1 RON2 block	HCMV inh	AmpC no deterg	TbPYK inhibitor	LmPK inh	AmpC detergent	HCV inh
COc1ccccc1C(=O)NCCC(=O)NNC(=O)C1COc2ccccc2O1 (stereo not drawn)	35%[activator]	5	-11%	-10%	·	-19%	-16%
COc1ccccc1CNC(=O)c1ccc2c(c1)nc(C)n2-c1ccccc1OC	·	?	·	4%	·	4%	·
O=C(NNC(=S)NC(=O)c1sc2ccccc2c1Cl)c1ccc(Cl)cc1	48%[activator]	34	-18%	-9%	-1%	?	?
C=CCN1CN(CCc2ccccc2)CNC1=S	0%	-9	-2%	0%	5%	12%	9%
CC(NC(=O)c1ccco1)c1nc(-c2ccc(C(C)(C)C)cc2)no1 (stereo not drawn)	-20%	-16	28%	-1%	-1%	8%	16µM*
COCCCNC(=O)CC(NS(=O)(=O)c1ccc(F)cc1)c1ccc(OC)cc1 (stereo not drawn)	5%	18	-14%	-8%	1%	-3%	5%
NC(=S)c1ccc[n+]([O-])c1	47%[activator]	33	·	-26%	·	·	24%
COc1cc(NC(=O)c2cc3ccc4cccnc4c3[nH]2)cc(OC)c1OC	·	65	·	-7%	·	21%	·
O=C(Nc1ccc(OC(F)(F)F)cc1)C1CCCN(S(=O)(=O)c2cnc[nH]2)C1 (stereo not drawn)	-5%	·	8%	0%	4%	3%	-27%
Cc1csc(SCC(=O)NC(C)C2CC3CCC2C3)n1 (stereo not drawn)	9%	-18	-7%	1%	·	-3%	-4%
CN(CCc1cnn(C)c1)Cc1cn(C)nc1-c1ccc2c(c1)OCCO2	-4%	-2	-4%	-1%	-6%	2%	5%
CCCn1nc(C(=O)OCC(=O)c2c(N)n(C)c(=O)n(C)c2=O)c2ccccc2c1=O	7%	-11	-7%	-4%	-4%	-7%	-20%
COc1ccc(-c2oc3ncn4nc(-c5ccc(Cl)cc5)nc4c3c2-c2ccc(OC)cc2)cc1	·	-5	·	-1%	·	18%	·
Cc1csc(SC(C)c2nc3scc(-c4ccccc4)c3c(=O)[nH]2)n1 (stereo not drawn)	-7%	10	-58%	0%	6%	-2%	?
COc1cccc(CC(=O)Nc2nc(-c3ccc(OC)c(OC)c3)cs2)c1	-10%	?	-38%	-3%	0%	0%	13µM*
CCN1CCN(C(=O)c2ccc(CN(c3ccc(C)c(C)c3)S(C)(=O)=O)cc2)CC1	0%	-11	48%	-3%	-1%	9%	-2%
C/C(NCCc1ccc(O)cc1)=C1/CCOC1=O	-10%	-12	·	1%	·	·	·
Cc1sc2ncnc(SCC(=O)c3ccc(O)cc3O)c2c1C	76%[activator]	-24	-23%	-4%	1%	?	0%
C[C@H]1CC[C@@]2(O[C@H](CCO)C[C@@H](O)[C@@H]2O)O1	12%	3	-15%	0%	1%	-2%	47%[activator]
Cc1ccc(Cn2c(=N)c(C(=O)NCc3ccco3)cc3c(=O)n4ccccc4nc32)cc1	-21%	5	47%	4%	-3%	?	11µM*
Clc1ccccc1-c1nn2c(-c3ccncc3)nnc2s1	-6%	·	-16%	-13%	3%	1%	?
O=C(NCCc1ccccc1)c1cc([N+](=O)[O-])ccc1N1CCOCC1	-8%	20	6%	-4%	·	·	3%
COC(C/C=C/[C@@H](O)COCc1ccccc1)OC	1%	13	-9%	-9%	-1%	3%	13%
S=C1NC[C@H](Cc2ccccc2)N1CC1CCN(CCCCc2ccccc2)CC1	-1%	-19	·	4%	·	·	-29%
Cc1ccc(S(=O)(=O)Nc2ccccc2/C=N/c2nc3ccccc3n2C(C)C)cc1	12%	?	-37%	-4%	0%	-2%	-11%
Cc1ccc(NC(=O)/C=C/c2ccc(S(=O)(=O)N3CCOCC3)cc2)cc1S(=O)(=O)N(C)C	-13%	-74*	·	2%	·	·	?
COc1ccc(S(=O)(=O)NC(C)C(=O)NCc2cccnc2)cc1OC (stereo not drawn)	6%	3	-5%	-3%	1%	0%	10%
C=C(C)CSc1cc(C)nc2c(-c3ccccc3)c(C)nn12	83%[activator]	-85*	24%	?	1%	9%	?
COc1ccc(N=C2SC(CC(=O)Nc3ccc(OC)cc3OC)C(=O)N2C)cc1 (stereo not drawn)	-12%	28	70%[activator]	10%	6%	-9%	-28%
C(=N\Nc1nncn1/N=C/c1ccco1)/c1ccco1	113%[activator]	-36	-14%	1%	0%	5%	15%

# Given as labelled records: part of the list above.
COc1ccccc1CNC(=O)c1ccc2c(c1)nc(C)n2-c1ccccc1OC
  AMA1 RON2 block = · | HCMV inh = ? | AmpC no deterg = · | TbPYK inhibitor = 4% | LmPK inh = · | AmpC detergent = 4% | HCV inh = ·
Clc1ccccc1-c1nn2c(-c3ccncc3)nnc2s1
  AMA1 RON2 block = -6% | HCMV inh = · | AmpC no deterg = -16% | TbPYK inhibitor = -13% | LmPK inh = 3% | AmpC detergent = 1% | HCV inh = ?
CCCn1nc(C(=O)OCC(=O)c2c(N)n(C)c(=O)n(C)c2=O)c2ccccc2c1=O
  AMA1 RON2 block = 7% | HCMV inh = -11 | AmpC no deterg = -7% | TbPYK inhibitor = -4% | LmPK inh = -4% | AmpC detergent = -7% | HCV inh = -20%

# (further entries)
SMILES	AMA1 RON2 block	HCMV inh	AmpC no deterg	TbPYK inhibitor	LmPK inh	AmpC detergent	HCV inh
O=C1C=C(c2ccc(-c3ccccc3)c(F)c2)C[C@@H](c2ccc(Cl)cc2)C1	17%	0	-17%	-2%	·	-6%	7%
O=C(Nc1cccc(F)c1)C1CCN(C(=O)c2ccccc2Cl)CC1	-2%	-2	-7%	2%	-1%	2%	12%
Cc1ccc(-n2c(/C=C/c3ccc(Br)s3)nc3ccccc3c2=O)cc1	·	-30	·	-2%	·	2%	·
CCN1C(=O)C(=O)N(CC(=O)N(C)CC(=O)Nc2ccccc2Cl)C1=O	-3%	-6	-3%	1%	·	-2%	-1%
COc1ccc(Cl)cc1Nc1nc(C)nc2c1nnn2Cc1ccccc1	2%	11	-2%	-4%	1%	-17%	?
O=C(Cn1c(=O)nc(-c2ccccc2)c2cc(Cl)ccc21)Nc1ccc(F)c(Cl)c1	·	2	·	3%	·	-3%	·
CCC(=O)/C=C1/Sc2ccc(OC)cc2N1CCO	9%	?	-14%	-12%	-1%	10%	-3%
COC(=O)C1=C(c2ccc(F)cc2F)C[C@@H]2CC[C@H]1N2C(=O)N1CCC(O)CC1	4%	-62*	45%	5%	·	4%	20%
Cc1cc(C(=O)Nc2cccc([N+](=O)[O-])c2C)cs1	-1%	-28	-12%	1%	0%	3%	21%
COc1ccccc1Nc1ncc2c(n1)CCN(CC(C)C)C2	·	61	·	2%	·	12%	·
NS(=O)(=O)c1ccc(CCNC(=O)CCn2c(=O)c3cccn3c3cccnc32)cc1	·	39	·	0%	·	3%	·
CCN1CCN(C(=S)c2ccc(O)cc2)CC1	13%	11	-21%	?	-14%	2%	-3%
C=CCc1cccc2cc(C(=O)NCc3ccc(C(=O)OCC)o3)c(=O)oc12	10%	0	9%	-3%	4%	0%	2%
CCc1ccc(NC(=O)CCS(=O)(=O)c2ccc(Br)cc2)cc1	10%	-62*	-11%	0%	-4%	0%	4%
CCN1CCN(C(c2ccccc2)c2nnnn2Cc2ccc(OC)cc2)CC1 (stereo not drawn)	0%	-12	22%	2%	3%	3%	-27%
Nc1o[nH]c(=O)c1C1CCCCC1	8%	-9	·	5%	·	·	9%
CC1CCCCN1C(=O)CSc1nnc(-c2ccccc2Cl)o1 (stereo not drawn)	·	7	·	-1%	·	1%	·
Cn1nc(-c2ccc(N3CCCCC3)c(NC(=O)c3ccco3)c2)c2ccccc2c1=O	-1%	-29	-13%	5%	2%	1%	7.1µM*!
CC(=O)N1CCOc2ccc(S(=O)(=O)NCCc3ccc(Cl)cc3)cc21	-10%	?	11%	-2%	-1%	-20%	?
CCCCNC(=O)CC1C(=O)N(Cc2ccccc2)C(C)c2nc3ccccc3n21 (stereo not drawn)	2%	-2	26%	-5%	0%	-12%	-15%
COc1ccc(CCNC(=O)C(=O)NCC2CCCN2S(=O)(=O)c2cccs2)cc1OC (stereo not drawn)	14%	-2	32µM*	-6%	·	-10%	?
COCCCN1C(=O)C(CC(=O)NC(c2ccccc2)c2ccccc2)CC(C(=O)N(C)C)=C1C (stereo not drawn)	14%	-6	·	-3%	·	·	·
COc1ccccc1P(=O)(c1ccccc1)c1ccc([N+](=O)[O-])cc1 (stereo not drawn)	-5%	55	0%	0%	1%	0%	1%
COc1ccc(NC(=O)Cn2cnc3sc(C)c(S(=O)(=O)N4CCOCC4)c3c2=O)c(OC)c1	11%	-23	-2%	-11%	6%	2%	-33%
CCOC(=O)CSc1nnc(Cc2ccccc2)n1-c1ccc(C)cc1	-1%	-26	21%	0%	6%	-1%	19%
CC(C)NC(=O)CSc1nc2ccccc2nc1N1CCCCC1	·	-26	·	-1%	·	-2%	·
CC(=O)Nc1ccc(NC(=O)C2(C)CC2(Cl)Cl)cc1 (stereo not drawn)	1%	11	-18%	-18%	0%	-8%	?
O=C(O)c1cc(NC(=O)c2ccccc2F)cc(NC(=O)c2ccccc2F)c1	6%	63	-20%	-3%	0%	0%	18%
CCCCc1nc(SCC(=O)Nc2nnc(CCCC)s2)n[nH]1	3%	-29	-1%[2.29 µM]	0%	0%	4%	-9%
Cc1cccc(NC(=O)CCc2ccc(C)o2)c1	12%	61	-23%	-31%	-3%	0%	-18%
Cc1noc(C)c1COc1ccc(C(=O)N2CCN(S(=O)(=O)c3ccc(F)cc3)CC2)cc1	-2%[11.6 µM]	-15	·	5%	·	·	12%
Cc1nn(-c2ccccn2)c2c1C(c1c(F)cccc1Cl)C1=C(N2)c2ccccc2C1=O (stereo not drawn)	·	·	-41%	·	2%	-1%	7%
O=C(C1CCCCN1S(=O)(=O)c1ccccc1[N+](=O)[O-])N1CCCC1 (stereo not drawn)	8%	-12	24%	-19%	0%	-1%	-4%
O=C(NCC1CCCN1S(=O)(=O)c1cccs1)c1cccc(F)c1 (stereo not drawn)	?	-27	-22%	-18%	·	5%	-19%
O=C(COC(=O)c1ccc(N2CCCC2=O)cc1)c1ccc(OC(F)F)cc1	3%	-20	-19%	4%	7%	?	11%
CC(=O)NCCNc1nc(NC(C)C)nc2cc(-c3ccccc3)sc12	-11%	-1	·	-8%	·	·	·
